Screening results: PubChem BioAssay, several laboratories
MCL1 BIM primary = inhibitors of MCL1 binding to BIM-BH3, primary screen, biochemical, fluorescence polarization; AID 2057, 2009; GST-MCL1 / FITC-Bim-BH3 fluorescence polarization; hit rate 0.68% among 320,000; inhibition, % at 10.9 µM; Induced myeloid leukemia cell differentiation protein Mcl-1 (Homo sapiens), Q07820;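 active means inhibition above the mean inhibition of all tested compounds plus 3 SD, set per campaign, cut at about 40% in these data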;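 further: 0% = DMSO wells and 100% = unlabeled Bim-BH3 peptide control; higher means more loss of mP so more displacement of Bim peptide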
GLD-1 RNA inh = GLD-1/TGE RNA complex disruptors, primary screen, biochemical, fluorescence polarization; Female germline-specific tumor suppressor gld-1 (Caenorhabditis elegans), Q17339; purified GLD-1 + fluorescein TGE RNA; inhibition, % at 5.96 µM; hit rate 0.44% among 320,000;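 active means percent inhibition above a per-plate cutoff, the plate mean of test compounds plus 3 SD, cut at about 30% in these data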;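 further: 0% = DMSO wells with GLD-1 and probe and 100% = wells lacking GLD-1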
Target sequence (Q17339 whole entry, looked up): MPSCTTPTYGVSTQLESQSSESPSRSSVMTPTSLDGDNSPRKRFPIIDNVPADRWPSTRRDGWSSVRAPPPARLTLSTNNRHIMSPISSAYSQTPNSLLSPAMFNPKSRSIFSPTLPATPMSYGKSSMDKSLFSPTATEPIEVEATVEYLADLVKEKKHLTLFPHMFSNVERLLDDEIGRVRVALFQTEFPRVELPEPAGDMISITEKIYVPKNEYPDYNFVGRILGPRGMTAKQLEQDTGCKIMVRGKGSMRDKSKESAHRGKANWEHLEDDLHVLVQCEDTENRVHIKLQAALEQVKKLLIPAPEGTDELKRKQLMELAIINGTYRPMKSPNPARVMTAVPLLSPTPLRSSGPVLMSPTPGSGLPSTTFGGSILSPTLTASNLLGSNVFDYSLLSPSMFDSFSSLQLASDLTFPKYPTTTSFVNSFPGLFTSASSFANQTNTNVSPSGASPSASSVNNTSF
Efflux pump mplx = inhibitors of Candida efflux pumps in yeast, primary screen, S. cerevisiae, Nile Red, multiplex; S. cerevisiae Candida pump triplex; inhibition, % at 10 µM; hit rate 0.44% among 330,000;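 active means plate passing quality check with inhibition over a set limit, or well fluorescence over plate mean plus 4 SD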;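 further: Nile Red retained in pooled yeast measured as flow cytometry median fluorescence; 0% = buffer negative control and 100% = Enniatin B positive control; higher means more Nile Red kept so more efflux inhibition; some compounds called inactive have numbers as strong as hits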
VLA-4 inh = inhibition in human VLA-4 binding assay, primary screen, VLA-4 allosteric modulator project, MLPCN library, flow cytometry, VLA-4 expressing cells; ligand binding flow cytometry; inhibition, % (about 7 µM as worked out from the volumes in the protocol); hit rate 0.2% among 330,000; AID 2557, 2010; in the data active means inhibition above about 50%
Fam108B counter = mouse Fam108B serine hydrolase inhibitors, primary screen, counter-screen for RBBP9 inhibitor project, biochemical, fluorescence polarization; inhibition, % at 9.51 µM; recombinant Fam108B, FP-Rh probe fluorescence polarization; hit rate 0.33% among 300,000;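 active means inhibition above the screen mean inhibition plus 3 SD, computed separately per campaign, cut at about 18% in these data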;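 further: inhibitors lower polarization as less probe binds the enzyme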
BCLXL inh = inhibitors of human Bcl-xL, primary screen, biochemical, fluorescence polarization, HTS; GST-Bcl-xL / FITC-Bim BH3 peptide fluorescence polarization; inhibition, % at 10.9 µM; hit rate 0.7% among 320,000;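 active means inhibition above the mean of all tested compounds plus 3 SD, cutoff set per campaign, cut at about 30% in these data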;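 further: 0% = DMSO wells and 100% = unlabeled Bim-BH3 peptide competitor; inhibitors lower millipolarization by displacing the labeled peptide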
Target sequence (Q07817 whole entry, looked up): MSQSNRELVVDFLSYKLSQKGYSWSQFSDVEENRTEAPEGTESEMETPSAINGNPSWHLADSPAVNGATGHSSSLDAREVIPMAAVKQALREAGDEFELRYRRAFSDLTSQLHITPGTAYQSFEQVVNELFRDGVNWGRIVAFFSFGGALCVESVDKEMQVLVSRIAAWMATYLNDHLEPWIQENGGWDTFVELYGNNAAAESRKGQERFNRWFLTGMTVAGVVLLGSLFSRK
PME-1 inh = PME-1 inhibitors via competitive probe labeling, primary screen, biochemical, fluorescence polarization, FP-Rh probe, HTS; hit rate 0.53% among 320,000; Protein phosphatase methylesterase 1 (Homo sapiens), Q9Y570; inhibition, % at 5.9 µM; recombinant PME-1;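 active means inhibition above the campaign mean of all compounds plus 3 SD, cut at about 26% in these data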;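 further: competitive labeling of PME-1 active site by serine hydrolase directed probe; 0% = PME-1 with DMSO and 100% = wells lacking PME-1 enzyme; inhibitors block probe labeling so polarization falls and inhibition rises; many of its hits are not listed in these tables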
GRK2 aptamer HTS = compounds blocking aptamer binding on GRK2 – biochemical, human GRK2, bead flow cytometry, HTS, primary screen; FAM-aptamer displacement from GRK2; AID 488847, 2010; Beta-adrenergic receptor kinase 1 (Homo sapiens), P25098; inhibition of aptamer binding, % at 10 µM; hit rate 0.59% among 330,000;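 active means inhibition of aptamer binding above 40%, roughly 3 SD of noise, on plates passing a quality check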;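 further: median bead fluorescence of bound FAM aptamer so fluorescent compounds give negative values; no value below 0 was filed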
MEX-5 binding = MEX-5 zinc finger RNA-binding disruptors – biochemical, C. elegans, fluorescence polarization, MLPCN library, primary screen; hit rate 0.38% among 300,000; activity score (negative = inhibition of binding), % at 10 µM; MEX-5/FITC-TCR2 RNA binding; active compounds read low; Zinc finger protein mex-5 (Caenorhabditis elegans), Q9XUB2;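 active means inhibition past about -25% in most replicates, and total fluorescence under double the plate's negative control median, limit read from the data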;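 further: 0% = DMSO and -100% = 5 µM competing unlabeled TCR2 RNA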
Active calls of the source: *; x = no result given. Not all compounds are listed; rates above refer to the full screens.

No.	molecule	MCL1 BIM primary	GLD-1 RNA inh	Efflux pump mplx	VLA-4 inh	Fam108B counter	BCLXL inh	PME-1 inh	GRK2 aptamer HTS	MEX-5 binding
1	CCn1nnnc1SCC(=O)Nc1cc(OC)cc(OC)c1	0	-1	0.1	-1	-2	-3	-6	3	-2.7
2	COc1ccc(/C=N/NC(=O)C2CCN(c3ncc(C(F)(F)F)cc3Cl)CC2)cc1	-2	-3	0.0	0	-1	5	-5	1	0.0
3	COc1cc(OC)cc(C(=O)N2CCN(C3CCN(Cc4ccccc4)CC3)CC2)c1	10	-2	0.0	39	2	11	7	0	-0.8
4	CCOC(=O)C1=C(C)N(CCCC(=O)O)C(=O)NC1c1cccs1 (stereo not given)	-6	-2	0.0	35	3	-3	1	0	1.5
5	Cc1cc(CSC(=N)N)c(CSC(=N)N)cc1C	-4	8	-0.2	-21	1	-2	2	0	4.8
6	CCOC(=O)C1=NNC(C(=O)c2ccc(Cl)cc2)C1c1ccccc1 (stereo not given)	5	5	-0.2	0	7	1	6	0	0.4
7	O=C(O)C1Cc2ccccc2CN1C(=O)CSc1nnc2ccccn12 (stereo not given)	9	-2	0.1	4	4	10	1	0	2.4
8	O=C(Cn1c(O)c(/C=C2\C=Nc3ccccc32)sc1=O)N1CCOCC1	9	2	-0.2	-3	-8	4	9	3	-4.7
9	O=C(Nc1ccccc1C(F)(F)F)c1ccccc1Br	3	6	-0.1	-5	4	6	-4	3	3.0
10	COc1ccc(N2CCN(C(=O)/C=C/c3ccco3)CC2)cc1	3	10	-0.1	0	-1	4	3	4	2.0
11	Cc1cccc(C)c1OCC(=O)Nc1ccccc1C(=O)N1CCOCC1	5	3	0.0	12	3	4	9	3	-1.4
12	COc1ccc(-n2c(SCC(=O)N3CCc4ccccc43)nnc2-c2c[nH]c3ccccc23)cc1	-8	-2	-0.1	-7	-5	-3	-1	0	-2.9
13	O=C(c1cccc(Cl)c1)N1CCN(C2CCCCCC2)CC1	-2	11	0.0	14	1	3	-2	3	-1.0
14	COc1ccc2cc(C3NC(=O)c4ccccc4N3)c(Cl)nc2c1 (stereo not given)	0	-1	0.1	-14	-1	1	-6	3	1.3
15	COc1ccc(-c2noc(N(C)CC(=O)Nc3cccc(C(F)(F)F)c3)n2)cc1	6	6	-0.1	14	-22	7	-33	0	0.7
16	Cc1ccc(NC(=O)Cc2c(F)cccc2Cl)cc1S(=O)(=O)N1CCOCC1	x	3	0.1	-4	x	x	x	4	x
17	Cc1sc(-c2ccccn2)nc1OC(=O)c1ccc(Cl)c(Cl)c1	-1	-2	0.0	6	-2	2	-1	0	0.5
18	OC(CNCc1ccc(Cl)cc1)(c1ccccc1)c1ccc(F)cc1 (stereo not given)	7	0	-0.1	7	-4	5	0	0	0.4
19	O=C(Nc1cccc(Cl)c1)NC1CCN(C2CCCCC2)C1 (stereo not given)	3	3	-0.2	16	6	-2	-13	0	-1.0
20	CCCCN(C(=S)Nc1cccc(C)c1C)c1c(N)n(CCC)c(=O)[nH]c1=O	3	3	0.0	19	-2	-1	1	0	0.7
21	COc1cccc2c3c(c(C)nc12)CC(C)O3 (stereo not given)	-6	-2	0.0	-12	3	1	-4	2	-1.0
22	CC1Oc2ccccc2C=C1/C=C1/SC(N2CCOCC2)=NC1=O (stereo not given)	-4	-5	0.0	8	3	-2	5	0	-3.0
23	O=C(N/N=C/c1c(Cl)cccc1Cl)c1ccc(-n2cnnn2)cc1	-2	6	0.0	6	x	2	-4	14	x
24	Cc1ccc(CN2CC(C(=O)NCC(=O)Nc3c(C)cccc3C)CC2=O)cc1 (stereo not given)	4	7	-0.2	3	-2	2	4	3	-0.4
25	Cc1ccc(C(=O)NC(C)c2ccc(F)cc2)cc1 (stereo not given)	-5	1	0.4	11	-3	-6	-1	2	0.0
26	CCN(CCCn1c(=S)[nH]c2ncccc2c1=O)c1ccccc1	0	8	-0.3	0	-5	3	-3	0	-0.8
27	Fc1cnc(N/N=C/c2ccc(-c3ccc(Br)cc3)o2)nc1N1CCOCC1	2	-5	0.1	2	5	3	3	1	-2.2
28	O=C(CNS(=O)(=O)Cc1ccccc1)NCc1ccccc1	6	3	-0.1	0	-4	8	1	4	2.0
29	CCC(CC)C(=O)c1c[nH]c(C(=O)NCCc2ccccn2)c1	2	1	-0.1	-5	-2	1	1	0	-0.1
30	CCn1c(N2CCN(C(=O)C34CC5CC(CC(C5)C3)C4)CC2)nc2ccccc21	6	1	0.0	6	4	1	3	3	1.1

(list continues)
No.	molecule	MCL1 BIM primary	GLD-1 RNA inh	Efflux pump mplx	VLA-4 inh	Fam108B counter	BCLXL inh	PME-1 inh	GRK2 aptamer HTS	MEX-5 binding
31	Cc1ccc(Cn2cc(SCC(=O)Nc3nccs3)c3ccccc32)cc1	-1	7	0.0	6	-5	-4	5	2	-0.1
32	O=C(COc1coc(CN2CCc3ccccc32)cc1=O)Nc1ccccc1	8	7	0.1	35	-1	5	-1	0	-0.7
33	CCOc1ccc(S(=O)(=O)N2CCCC(C(=O)NCC3CCCO3)C2)cc1 (stereo not given)	17	0	-0.1	5	2	-7	0	0	-2.2
34	N=C1CCCN1CC(=O)c1cccs1	4	1	-0.4	1	-1	6	2	0	0.4
35	Cc1ccc(C(=O)NCc2ccco2)cc1S(=O)(=O)N1CCCC1	1	2	0.0	0	-2	5	3	1	1.1
36	COC(=O)c1ccccc1Nc1ccnc(Cl)n1	2	1	0.1	-5	3	-3	-11	0	1.0
37	CC(C)c1cc(-c2cc(-c3ccccc3)on2)nc(NC2CCCC2)n1	9	6	-0.2	-13	0	1	-3	0	1.5
38	O=C(Nc1cccc(C(F)(F)F)c1)c1cccnc1N1CCOCC1	5	3	-0.1	3	-1	8	5	0	1.0
39	COC(C[C@@H]1O[C@H]1C(=O)COCc1ccccc1)OC	-2	3	x	x	2	-2	-4	x	0.3
40	COC(=O)C1=C(C)N(CC2CC2)C(=NCc2cccc(C(F)(F)F)c2)N[C@H]1c1ccccc1	x	-23	0.0	-41	x	x	x	0	x
41	O=c1cc(N2CCC3(CC2)OCCO3)[nH]c(=O)n1C1CCCCC1	-3	2	0.2	5	4	2	6	0	2.3
42	Cc1ccc(C2CC2c2n[nH]c(=S)n2-c2ccc(Cl)cc2)cc1 (stereo not given)	-13	-3	0.1	8	3	0	-1	3	1.8
43	O=C(CCC(=O)N1CCN(S(=O)(=O)c2ccc(Cl)cc2)CC1)Nc1ccc2ccccc2c1	-4	1	-0.4	-20	-1	4	5	1	-0.1
44	CCOCCCNC(=O)C(NC(=O)c1cnccn1)c1ccc(C)cc1 (stereo not given)	-4	-13	0.3	22	-7	-4	1	2	1.9
45	CCn1cc(S(=O)(=O)N2CCCC2)cn1	1	-3	0.3	9	-5	-4	3	0	-1.2
46	CCOC(=O)/C(=N\Nc1ccc(OC)cc1)c1csc(Nc2ccccc2)n1	4	1	0.1	-4	23*	3	11	0	0.0
47	O=C(O)c1[nH]c2ccccc2c1CC(=O)N1CCN(c2ccccc2)CC1	5	4	-0.1	8	0	6	2	1	1.3
48	Cc1nnc(NC(=O)c2sc3nc(-c4cccs4)cc(C(F)(F)F)c3c2N)s1	8	-37	1.3*	-253	5	21	17	4	-4.8
49	COC(=O)c1ccc(NC(=O)COc2ccc([N+](=O)[O-])cc2)cc1	2	4	-0.1	17	-4	2	-5	2	0.7
50	COC(=O)c1ccc(NC(=O)COC(=O)C2=NN(c3ccccc3)C(=O)CC2)cc1	-8	4	0.2	0	x	-5	3	4	x
51	CN(CC(=O)Nc1ccc(F)c(F)c1F)C(=O)C1CC(=O)N(c2ccc3c(c2)OCCO3)C1 (stereo not given)	2	13	-0.1	1	2	-2	-8	0	-0.9
52	O=c1c2ccccc2ncn1Cc1ccc(Cl)c(Cl)c1	5	1	0.1	9	-1	1	0	1	0.2
53	COc1cccc(NC(=O)C2CCCN(S(C)(=O)=O)C2)c1 (stereo not given)	2	-1	0.1	12	-1	0	7	2	-0.3
54	CCCCN(C(=O)Cn1nnc2ccccc21)C(C(=O)NCCOC)c1cccs1 (stereo not given)	2	3	0.0	11	-7	-4	-2	0	1.1
55	CSc1nnc([C@H](Cc2c[nH]c3ccccc23)NC(=O)OC(C)(C)C)o1	-5	5	0.1	10	0	-2	2	0	-1.7
56	CCOCCCNCC(=O)Nc1ccc(S(=O)(=O)NC(C)CC)cc1 (stereo not given)	-4	-4	0.1	15	1	-2	1	1	-2.4
57	O=C(Nc1ccc(Br)cc1)c1csc(-c2ccncc2)n1	-6	-6	-0.1	-1	-11	4	-9	0	-0.6
58	CN1C(=O)c2cccc(NC(=O)Cc3ccccc3)c2C1=O	-4	-1	0.0	1	-4	-1	-3	11	-3.0
59	Cc1nc(Oc2ccccc2)c2oc3ccccc3c2n1	-1	2	0.1	0	-1	-3	3	0	2.2
60	CCN(CC(=O)Nc1ccc(OC)cc1)CC(=O)Nc1sc2c(c1C(=O)OC)CCCC2	8	0	0.2	-5	x	5	-2	0	x
